# Screening data deposited in PubChem BioAssay by several laboratories.
# NFkB transloc inh: blocks IL-1B driven NFkB nuclear translocation in HUVEC cells | HUVEC IL-1B NFkB p65 nuclear translocation imaging | 94,000 compounds, 0.43% hits | inhibition, % at 2 µM | AID 796;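 active means inhibition above about 30% together with a positive call from visual inspection of the well image, limit read from the data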;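 further: nuclear over cytoplasmic p65 intensity ratio measured by imaging; 0% = IL-1B stimulated DMSO wells and 100% = unstimulated DMSO wells; values of inactives mirror those of a sister screen read the other way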
# MRP resist rev: compounds reversing MRP-mediated drug resistance; H69AR cells + 2 uM doxorubicin, CellTiter-Glo, 72 h; differential viability (reversal), % at 10 µM; 85,000 compounds, 0.04% hits; AID 602;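 active means viability drop by adding the cancer drug above about 55%, with treated viability meeting a 40% cutoff, limit read from the data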;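 further: viability without doxorubicin minus viability with 2 µM doxorubicin for each compound; larger differential means the compound sensitizes cells more to doxorubicin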
# IL1B NFkB pot: enhances IL-1B driven NFkB nuclear translocation; HUVEC IL-1B NFkB p65 nuclear translocation imaging; activation, % at 2 µM; 94,000 compounds, 0.3% hits;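 active means activation above 40%, about the mean plus 3 SD, also judged a hit on visual image review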;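 further: percent activation is computed from the nuclear over cytoplasmic p65 intensity ratio; values of inactives mirror those of a sister screen read the other way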
# Bcl-B displacement: displacers of TR3 peptide from Bcl-B, primary screen, selectivity assay for Bfl-1 inhibitor project, biochemical, fluorescence polarization; FP displacement of FITC-TR3 peptide from Bcl-B; higher % means a stronger effect; displacement, % at 20 µM, or IC50 in µM where a hit was titrated; 96,000 compounds, 0.11% hits; AID 748;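 active means displacement above 50% at 20 µM plus a fluorescence interference ratio under 1.5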;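 further: plate controls were wells without compound for no effect and wells lacking Bcl-B protein for full effect; a part of the inactive calls stands beside numbers as strong as those of hits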
# PLAP inhibition: inhibition of human placental alkaline phosphatase – biochemical, luminescence, HTS (AID 690); inhibition, % at 20 µM; hits with a dose series show IC50 in µM; purified PLAP, luminescent substrate; higher % means a stronger effect; 96,000 compounds, 0.08% hits; in the data active means a potency from the dose series; inactive means the rest, 99 in 100 with inhibition below about 30%; further: strong numbers were not always called active
# MRP resist rev cytotoxicity: also measured in MRP resist rev; calls as there; viability, %; H69AR cells, CellTiter-Glo, 72 h; measured here: cytotoxicity without doxorubicin
# MRP resist rev with doxorubicin: also measured in MRP resist rev; calls as there; viability, %; measured here: viability with 2 uM doxorubicin; hits give low values
# NFkB transloc inh cell count 2 µM: further read-out of NFkB transloc inh, marked with its call; cell count; measured here: cells passing quality filter;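 raw number of nuclei counted in each imaged well without normalization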
# IL1B NFkB pot cell count 2 µM: second read-out of IL1B NFkB pot, no call of its own (marks repeat the call); cell count; measured here: cells passing quality filter
# An asterisk follows results filed as active; . = no result given.
SMILES,NFkB transloc inh,NFkB transloc inh cell count 2 µM,MRP resist rev,MRP resist rev cytotoxicity,MRP resist rev with doxorubicin,IL1B NFkB pot,IL1B NFkB pot cell count 2 µM,Bcl-B displacement,PLAP inhibition
ON=Cc1cccn1-c1ccccc1,-2,218,1,87,86,2,218,3%,-2%
CC(=O)NC(Cc1ccc(F)cc1)C(=O)N1CCN(C(=O)NCc2ccccc2)CC1 (stereo not drawn),-24,178,.,.,.,25,178,.,.
c1ccc(-n2ncc3c2ncn2nc(-c4ccco4)nc32)cc1,2,95,-8,52,60,-2,95,-35%,2%
CCC(=O)Nc1sc2c(c1C#N)CCCCC2,-11,59,7,96,89,11,59,-6%,-27%
O=C(Cc1cccc2ccccc12)Nc1ccccc1C(=O)O,15,144,24,112,88,-15,144,4%,-18%
CC1(C)CC(=O)C(C=NC2CC(C)(C)NC(C)(C)C2)=C(O)C1,-25,199,3,97,95,25,199,-11%,3%
O=C(Cn1nnc2ccccc2c1=O)Nc1cc(C(F)(F)F)ccc1N1CCOCC1,-4,140,4,80,77,4,140,19%,-20%
CC(=O)c1cccc(NC(=O)NC(C)c2ccncc2)c1 (stereo not drawn),-9,167,5,90,85,9,167,-5%,-121%
CCOC(=O)CNC(=O)CSc1nc(N(C)C)nc(N2CCOCC2)n1,10,99,9,88,78,-10,99,0%,-20%
COc1ccc2nc3c(cc2c1)c(NC(=O)c1cccs1)nn3CC(C)C,10,175,-9,35,44,-10,175,-7%,-39%
CN(c1ccc(C(=O)NC2CC2)cc1)S(=O)(=O)c1ccccc1,-5,169,.,.,.,5,169,-2%,-12%
CCN(CCNC(=O)CCCn1nc(C)n2c(cc3sccc32)c1=O)c1ccccc1,-8,168,-5,75,80,8,168,12%,8%
Cc1nn(C)c(C)c1/C=N/O,-6,181,11,96,85,6,181,-6%,14%
Cc1ccccc1CNC(=O)c1ccccc1C(=O)O,-30,126,-6,91,97,30,126,.,.
Cn1cccc1Cc1nnc(SCC(=O)Nc2ccccc2)n1-c1ccc(F)cc1,.,.,-1,87,88,.,.,2%,-34%
CN(C)CCNc1nc(-c2ccccc2)c2c(c1C#N)CC(C)(C)OC2,-13,167,-12,61,73,13,167,1%,-61%
COC(=O)Cn1ncc2c3ccccc3n(Cc3ccccc3)c2c1=O,-14,200,18,109,91,14,200,-19%,-24%
Cc1ccc(-c2nn(C)c(=O)c3ccccc23)cc1S(=O)(=O)NCCO,-1,174,12,83,71,1,174,-6%,27%
CC(=O)NS(=O)(=O)c1cccnc1Nc1ccc(Cl)c(Cl)c1,-9,167,.,.,.,9,167,3%,-47%
CCCCNCCOCCOc1ccc(F)cc1,10,80,14,89,75,-10,80,6%,7%
Cc1cc(N2CC(C(=O)O)CC2=O)ccc1Br (stereo not drawn),4,114,-3,101,104,-4,114,6%,2%
Brc1ccc(-c2noc(COc3ccc4ccccc4c3)n2)o1,-13,182,-5,85,90,13,182,11%,30%
COc1nc(-c2ccccc2)cc(-c2ccc(OC)c(OC)c2)n1,-13,181,.,.,.,13,181,-7%,-37%
COc1ccc(CC(=O)Nc2ccc(S(=O)(=O)Nc3cc(C)on3)cc2)cc1,-10,66,16,114,97,10,66,10%,-41%
COc1cc(C(=O)O)ccc1OC(C)=O,5,189,-15,94,108,-5,189,2%,-13%
COc1ccccc1N1CCN(C(=O)/C=C/c2ccccc2)CC1,-5,108,10,92,82,5,108,.,.
Cc1ccc(C(=O)Nc2ccc(S(=O)(=O)N3CCc4ccccc4C3)cc2)o1,-19,138,2,73,70,19,138,-6%,-45%
Cn1c(CN2CCOCC2)nnc1SCc1ccccc1,-17,152,.,.,.,17,152,-4%,1%
CCOc1ccc2nc(NC(=O)c3ccoc3C)sc2c1,-4,182,-10,20,31,4,182,-10%,-40%
N=c1c(C(=O)NCc2ccc3c(c2)OCO3)cc2c(=O)n3ccccc3nc2n1Cc1cccnc1,.,.,7,72,64,.,.,13%,-43%
O=C(OCC(=O)N1CCN(C(=O)c2ccco2)CC1)c1cn(-c2ccccc2)nc1-c1ccccc1,-1,191,-4,56,60,1,191,-15%,-58%
COc1ccc(C2C(=O)N(C3CCCCC3)CC(=O)N2C2CCCC2)cc1 (stereo not drawn),2,172,-11,50,61,-2,172,-10%,-22%
O=C(c1n[nH]c(=O)c2ccccc12)N1CCN(C2c3ccccc3-c3ccccc32)CC1,-4,112,-5,82,87,4,112,8%,-4%
Cc1ccc2nsnc2c1NC(=O)c1ccc2c(c1)OCCO2,-10,143,9,100,91,10,143,2%,1%
Cn1nnnc1SCC(=O)Nc1ccccn1,-12,71,14,94,81,12,71,-3%,10%
CCC(C)c1ccc(NC(=S)NCc2cccs2)cc1 (stereo not drawn),9,174,2,72,69,-9,174,0%,6%
Cc1sc2ncn3ncnc3c2c1C,-7,149,3,92,89,7,149,0%,12%
CCN1C(=O)/C(=C2/C=CC=CN2C)OC1=S,-16,128,-3,103,106,16,128,-3%,30%
Cc1ccc(S(=O)(=O)N2CCN(S(=O)(=O)N3CCOCC3)CC2)cc1,-3,74,3,93,90,3,74,0%,21%
Cc1ccc(S(=O)(=O)Nc2cccc(/C=C/C(=O)O)c2)cc1,-14,124,.,.,.,14,124,6%,-2%
CC(=O)CSc1nnc(-c2ccncc2)n1C,11,159,.,.,.,-11,159,4%,0%
Cc1ccnc(NC(=O)C2CCN(S(=O)(=O)c3cccc4nsnc34)CC2)c1,5,172,4,91,87,-5,172,-1%,17%
CC(C)(C)C(=O)Nc1ccc(C(=O)N/N=C/c2ccccc2OC(=O)c2ccccc2)cc1,-3,146,.,.,.,3,146,-2%,-18%
CCCCCCCCOc1ccc(C2OC34CCCCC3C(C#N)(C#N)C2(C#N)C(=N)O4)cc1 (stereo not drawn),-1,173,-19,40,60,1,173,12%,5%
O=C(O)CCC(=O)N(Cc1ccco1)c1nc(-c2ccccc2)cs1,-8,157,6,88,82,8,157,10%,4%
FC(F)(F)C1=CC(c2ccc(Br)cc2)=NCCN1,-11,163,11,95,85,11,163,-4%,11%
COc1ccc(NC(=O)C2CC(=O)NC(Nc3cccc(C)c3)=N2)cc1 (stereo not drawn),-20,148,-4,88,93,20,148,-6%,-3%
CC(=O)c1cc(C#N)c(SCc2ccncc2)nc1C,.,.,-1,81,82,.,.,3%,10%
COc1ccc(NCc2cc3cc(OC)ccc3[nH]c2=O)cc1,7,131,7,91,84,-7,131,-10%,29%
CCOC(=O)c1c(=O)n(O)c2ccc(OC)cc2[n+]1[O-],-17,195,-5,87,92,17,195,110%,37%

# The list goes on.
SMILES,NFkB transloc inh,NFkB transloc inh cell count 2 µM,MRP resist rev,MRP resist rev cytotoxicity,MRP resist rev with doxorubicin,IL1B NFkB pot,IL1B NFkB pot cell count 2 µM,Bcl-B displacement,PLAP inhibition
Cc1nnc(SCc2cc(=O)[nH]c(Nc3nc(C)c4ccccc4n3)n2)s1,1,151,-13,73,87,-1,151,.,.
Cc1ccc2c(c1)c1c(n2CC(O)CNC(CO)(CO)CO)CCCC1 (stereo not drawn),.,.,19,93,74,.,.,57%,-71%
CCOc1ccc(-c2cc(C)n3nc(C(N)=O)cc3n2)cc1,-9,200,-15,73,88,9,200,3%,24%
CCCS(=O)(=O)c1cn2cccc(N)c2c1S(=O)(=O)CCC,.,.,8,76,68,.,.,4%,1%
CCCn1c(SCC(=O)N2c3ccccc3CCc3ccccc32)nc2c1c(=O)n(C)c(=O)n2C,-24,142,.,.,.,24,142,5%,-12%
O=C(/C=C/Nc1ccc(F)c(Cl)c1)c1ccco1,-36,130,-14,41,56,36,130,-7%,-18%
Cn1c(=O)c2c(nc(SCc3cc4c(cc3Cl)OCO4)n2C)n(C)c1=O,.,.,-4,91,95,.,.,-4%,-1%
COc1ccccc1-c1cc(C(=O)Nc2c(F)cc(F)cc2Br)no1,-18,202,.,.,.,18,202,-16%,8%
COC(=O)c1cccc(NC(=O)Cn2cnc3c2c(=O)n(C)c(=O)n3C)c1,.,.,2,106,104,.,.,-4%,1%
COc1ccc(C(N)=O)cc1N,3,138,.,.,.,-3,138,1%,-2%
Cc1noc(C)c1COC(=O)c1cc2c(C)nn(-c3ccc(F)cc3)c2s1,.,.,-8,54,62,.,.,9%,17%
O=c1c2ccccc2nc(-c2ccoc2)n1CCc1ccccc1,0,124,1,82,81,0,124,10%,19%
CC1=C(C(=O)Nc2ccccn2)C(c2ccccc2)n2ncnc2N1 (stereo not drawn),-35,185,-4,89,93,35,185,-5%,-12%
COCCn1c(SCC(=O)N2CCCc3ccccc32)nc2ccccc2c1=O,-34,122,-1,70,71,34,122,-5%,-53%
Cc1cc(=O)oc(C)c1C(=O)NCCNC(=O)c1c(C)cc(=O)oc1C,-18,114,1,94,93,18,114,-6%,-16%

# Molecules from the list above that have a halogen (12):
SMILES,NFkB transloc inh,NFkB transloc inh cell count 2 µM,MRP resist rev,MRP resist rev cytotoxicity,MRP resist rev with doxorubicin,IL1B NFkB pot,IL1B NFkB pot cell count 2 µM,Bcl-B displacement,PLAP inhibition
CC(=O)NC(Cc1ccc(F)cc1)C(=O)N1CCN(C(=O)NCc2ccccc2)CC1 (stereo not drawn),-24,178,.,.,.,25,178,.,.
O=C(Cn1nnc2ccccc2c1=O)Nc1cc(C(F)(F)F)ccc1N1CCOCC1,-4,140,4,80,77,4,140,19%,-20%
Cn1cccc1Cc1nnc(SCC(=O)Nc2ccccc2)n1-c1ccc(F)cc1,.,.,-1,87,88,.,.,2%,-34%
CC(=O)NS(=O)(=O)c1cccnc1Nc1ccc(Cl)c(Cl)c1,-9,167,.,.,.,9,167,3%,-47%
CCCCNCCOCCOc1ccc(F)cc1,10,80,14,89,75,-10,80,6%,7%
Cc1cc(N2CC(C(=O)O)CC2=O)ccc1Br (stereo not drawn),4,114,-3,101,104,-4,114,6%,2%
Brc1ccc(-c2noc(COc3ccc4ccccc4c3)n2)o1,-13,182,-5,85,90,13,182,11%,30%
FC(F)(F)C1=CC(c2ccc(Br)cc2)=NCCN1,-11,163,11,95,85,11,163,-4%,11%
O=C(/C=C/Nc1ccc(F)c(Cl)c1)c1ccco1,-36,130,-14,41,56,36,130,-7%,-18%
Cn1c(=O)c2c(nc(SCc3cc4c(cc3Cl)OCO4)n2C)n(C)c1=O,.,.,-4,91,95,.,.,-4%,-1%
COc1ccccc1-c1cc(C(=O)Nc2c(F)cc(F)cc2Br)no1,-18,202,.,.,.,18,202,-16%,8%
Cc1noc(C)c1COC(=O)c1cc2c(C)nn(-c3ccc(F)cc3)c2s1,.,.,-8,54,62,.,.,9%,17%

# These rows are one share of the data; rates above refer to the full screens.
